# MazF activator: MazEF (E. coli) toxin RNase activation; hit rate 0.32% among 350,000; activation, % at 20 µM; P0AE70; FAM/BHQ RNA-DNA oligo cleavage fluorescence, 5 h; in the data active = activation above about 50%
# Target sequence (P0AE70 whole entry, looked up): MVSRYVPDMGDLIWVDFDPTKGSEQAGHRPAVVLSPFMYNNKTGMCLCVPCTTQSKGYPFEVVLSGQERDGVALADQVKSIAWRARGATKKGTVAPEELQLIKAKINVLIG
# UGM FP inh: inhibitors of M. tuberculosis UDP-galactopyranose mutase. purified UGM, fluorescence polarization probe displacement. inhibition, % at 10 µM. hit rate 0.06% among 320,000; in the data active = inhibition above about 10%, passing the limit was not always enough
# PriA SSB inh: inhibitors of Klebsiella pneumoniae PriA binding to SSB C-terminal tail; hit rate 0.6% among 430,000; AlphaScreen SSBct-PriA binding, biotinylated peptide; inhibition, % at 33 µM; AID 1272365; in the data active = inhibition mostly above about 37%, no sharp cut-off; inactive = mostly below about 20%;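 also: plate controls were negative control peptide for no effect and reference peptide for full effect; strong numbers were not always called active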
# Rv3671c protease: inhibits the M. tuberculosis serine protease Rv3671c. P9WHR9. inhibition, % at 5.96 µM. hit rate 0.048% among 320,000. AID 2606; in the data active = inhibition above about 38%;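 also: extracellular domain of Rv3671c used as enzyme; 0% = enzyme with DMSO and 100% = no enzyme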
# Target sequence (P9WHR9 whole entry, looked up, the tested form may be a part): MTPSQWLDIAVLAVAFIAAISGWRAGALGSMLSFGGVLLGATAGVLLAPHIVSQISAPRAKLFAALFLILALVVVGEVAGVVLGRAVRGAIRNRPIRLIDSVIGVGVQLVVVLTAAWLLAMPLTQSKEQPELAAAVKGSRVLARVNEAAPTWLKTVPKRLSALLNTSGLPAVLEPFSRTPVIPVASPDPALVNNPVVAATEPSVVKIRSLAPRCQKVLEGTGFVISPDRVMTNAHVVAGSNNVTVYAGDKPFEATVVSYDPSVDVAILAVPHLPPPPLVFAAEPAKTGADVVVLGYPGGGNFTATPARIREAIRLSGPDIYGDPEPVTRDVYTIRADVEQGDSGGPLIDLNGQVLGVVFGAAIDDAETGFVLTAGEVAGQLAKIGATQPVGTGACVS
# GDH-TPI counter: GDH-TPI coupled enzyme inhibition counter-screen. hit rate 1.2% among 360,000. GDH-TPI coupled enzyme counterscreen, NADH absorbance. inhibition, % at 4.8 µM; in the data active = inhibition above about 30%;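 also: 0% = DMSO wells and 100% = wells lacking the enzyme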
# Mtb BioA inh: inhibitors of Mycobacterium tuberculosis BioA enzyme; AID 602481; hit rate 0.096% among 360,000; purified M. tuberculosis BioA enzyme, plate reader; inhibition, % at 9.99 µM; in the data active = inhibition above about 40%
# Vc quorum ag: induces V. cholerae light production without autoinducers; V. cholerae BH1578 lux reporter, luminescence, 6 h; activation, % at 18.7 µM; hit rate 0.16% among 350,000; AID 588436; in the data active = activation mostly above about 9.7%, no sharp cut-off; also: not every result past the cut was called active; inactives centre near 0; reference of the scale not given here
# SARS 3CLpro inh: SARS-CoV 3CLpro protease inhibition | hit rate 0.14% among 290,000 | inhibition, % at 6 µM | P0C6X7 | AID 1706 | recombinant SARS-CoV 3CLpro, quenched FRET peptide cleavage; in the data active = inhibition above about 12%
# FBA Mtb inh: Mtb fructose-bisphosphate aldolase inhibition; P9WQA3; purified M. tuberculosis FBA, fluorescence read-out; inhibition, % at 1 µM; hit rate 2.3% among 360,000; AID 588726; in the data active = inhibition above about 27%;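 also: 0% = vehicle and 100% = reference inhibitor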
# Target sequence (P9WQA3 whole entry, looked up): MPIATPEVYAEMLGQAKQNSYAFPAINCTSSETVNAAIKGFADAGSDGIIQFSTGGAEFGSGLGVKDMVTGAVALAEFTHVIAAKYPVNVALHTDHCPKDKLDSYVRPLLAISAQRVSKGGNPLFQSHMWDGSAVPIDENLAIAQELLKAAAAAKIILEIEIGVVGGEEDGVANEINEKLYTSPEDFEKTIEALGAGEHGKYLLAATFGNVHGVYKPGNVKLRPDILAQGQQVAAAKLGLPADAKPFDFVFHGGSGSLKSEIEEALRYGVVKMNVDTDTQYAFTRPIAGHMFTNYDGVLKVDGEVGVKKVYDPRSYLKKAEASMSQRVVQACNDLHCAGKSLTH
# DUSP3 inh: inhibitors of human VHR1 phosphatase (DUSP3). P51452. recombinant VHR phosphatase, pNPP absorbance. inhibition, % at 13.3 µM. hit rate 0.52% among 290,000. AID 1654; in the data active = inhibition above about 50%; also: some compounds called inactive have numbers as strong as hits
# Target sequence (P51452 whole entry, looked up): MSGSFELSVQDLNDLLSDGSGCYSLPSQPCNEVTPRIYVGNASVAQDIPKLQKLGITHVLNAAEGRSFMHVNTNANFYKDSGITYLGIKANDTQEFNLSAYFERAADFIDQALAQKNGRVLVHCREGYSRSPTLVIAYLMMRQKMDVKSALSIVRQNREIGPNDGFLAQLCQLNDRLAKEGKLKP
# Starred values were filed as active, the others as inactive; i = inactive; / = no result given; & = joins results of further samples. The list is partial; the hit share may differ from the screen's.
# Start of the data: the first 2 entries as a preview:
SMILES,MazF activator,UGM FP inh,PriA SSB inh,Rv3671c protease,GDH-TPI counter,Mtb BioA inh,Vc quorum ag,SARS 3CLpro inh,FBA Mtb inh,DUSP3 inh
COc1cc(C(=O)NC(CCSC)C(=O)OCc2cc([N+](=O)[O-])cc3c2OCOC3)cc(OC)c1OC (configuration not stated),3,-1.4,3,4,6,/,1.6,0,0,22
O=C(CCl)Nc1c(C(=O)Nc2ccc3c(c2)OCCO3)oc2ccccc12,2,3.4,-8,-4,12,2.1,0.3,5,-2,4

# The listing, previewed entries included:
SMILES,MazF activator,UGM FP inh,PriA SSB inh,Rv3671c protease,GDH-TPI counter,Mtb BioA inh,Vc quorum ag,SARS 3CLpro inh,FBA Mtb inh,DUSP3 inh
COc1cc(C(=O)NC(CCSC)C(=O)OCc2cc([N+](=O)[O-])cc3c2OCOC3)cc(OC)c1OC (configuration not stated),3,-1.4,3,4,6,/,1.6,0,0,22
O=C(CCl)Nc1c(C(=O)Nc2ccc3c(c2)OCCO3)oc2ccccc12,2,3.4,-8,-4,12,2.1,0.3,5,-2,4
COc1cc(OC)cc(C(=O)N2CCC(C(=O)c3ccc(F)cc3)CC2)c1,-2,3.2,5,1,8,2.2,0.2,-4,-1,-6
CCc1cc(=O)oc2cc(OCC(=O)N3CCC(C(=O)O)CC3)ccc12,4,-1.8,-4,5,6,-0.5,-0.4,0,27*,16
COc1ccc(N2CCN(C(c3cc4ccc(C)cc4[nH]c3=O)c3nnnn3C3CCCC3)CC2)cc1 (configuration not stated),-3,0.2,-5,0,9,-2.3,i,3,1,42
O=Cc1nc(-c2ccccc2Cl)n2ccccc12,5,-2.4,-2,8,24,1.7,0.9,1,-4,-18
CC1CN(S(=O)(=O)c2cccc(C(=O)NN3CCN(C)CC3)c2)CC(C)O1 (configuration not stated),-3,2.4,-6,7,4,/,i,2,1,26
C=C(C)CNC(=S)/N=c1\scc(C)n1CC,0,-3.3,/,3,13,-1.4,i,4,-3,18
Cc1ccc(SCCCn2cncn2)cc1,3,-1.5,-13,-13,7,-0.7,-0.2,1,4,11
CCn1c(SCC(=O)Nc2ccc3c(c2)OCCO3)nnc1-c1ccco1,7,2.3,-15,-2,4,0.3,-1.4,3,-1,3
COc1ccc(N(CN2C(=O)C3CCCCC3C2=O)C(=O)c2ccco2)cc1 (configuration not stated),4,-0.7,-9,1,-1,-1.0,-1.1,7,1,-1
Cc1ccc(C2(C)NC(=O)N(CC(=O)NNC(=O)c3ccccc3F)C2=O)cc1 (configuration not stated),-13,4.6,7,3,-2,-1.7,i,/,0,/
Cc1ccccc1CSc1nc2[nH]ncc2c(=O)[nH]1,-1,0.5,-2,1,2,/,-3.0,1,1,15
C=CCSc1nnc2c(n1)OC(c1ccccn1)N(C(C)=O)c1ccccc1-2 (configuration not stated),4,-1.2,-5,8,13,-1.4,i,0,-1,19
COc1ccc(N2CCN(C(CNC(=O)OCc3ccccc3)c3ccco3)CC2)cc1 (configuration not stated),-3,-1.4,43,-11,2,-1.3,-1.0,-3,2,15
O=C(CSc1nnc(-c2ccc(O)cc2)n1Cc1ccco1)c1cccs1,3,-4.8,26,-6,11,6.7,-0.3,5,-1,-12
COc1cc(CNn2c(C)n[nH]c2=S)cc(Br)c1OCC(=O)NC(C)(C)C,5,0.5,4,-3,-14,0.8,1.3,0,3,10
CCOc1ccc(S(=O)(=O)Nc2ccccc2C(=O)N2CCOCC2)cc1,8,0.2,-16,-12,-3,0.7,-0.5,-2,-1,-14
O=C(CNC(=O)c1ccc(Cl)cc1)NNc1c(F)c(F)cc(F)c1F,6,-2.4,1,-4,8,-1.9,i,/,-2,/
Cc1c(CN2CCc3c([nH]c4ccccc34)C2CC(C)C)cnn1C (configuration not stated),-4,0.1,-4,2,5,/,i,-3,2,39
N#Cc1ccc(NC(=O)CCc2ccc(S(=O)(=O)N3CCOCC3)cc2)cc1,7,-2.0,-18,-7,-2,2.5,/,4,7,-4
COC(=O)[C@H]1C[C@@H]1[C@H](NP(=O)(c1ccccc1)c1ccccc1)c1ccccc1,9,0.5,-19,-11,7,-1.2,-0.4,-3,-2,19
C=CCNC(=O)COC(=O)COc1ccc(Cl)cc1C,-5,1.6,-5,1,1,-1.1,-0.7,6,2,19
Cc1ccc(CSc2nc3c(cc2C#N)CCC3)cc1,0,1.0,-18,6,-11,/,i,2,2,22
Nc1ncnc(NNC(=O)CNC(=O)c2c(F)cccc2Cl)c1[N+](=O)[O-],0,-0.5,-2,11,3,/,i,0,-4,6
C=C(C)COC(=O)c1ccccc1C(=O)OCC1(C)CO1 (configuration not stated),15,/,-1,/,0,2.9,i,/,0,/
OCCC1CN(Cc2ccn[nH]2)CCN1Cc1ccc(F)c(F)c1 (configuration not stated),5,-0.5,-13,8,3,/,i,-2,1,44
CC1CCCC(C)N1C(=O)COc1ccc(-c2nnco2)cc1 (configuration not stated),4,-0.2,-11,4,-15,3.0,/,-2,3,10
Cc1ccccc1NC(=O)COC(=O)/C=C/c1cn(-c2ccccc2)nc1-c1cccnc1,2,0.7,-16,-26,14,/,-0.2,1,4,16
COc1ccc(CCNC(=O)c2ccc(=O)[nH]n2)cc1OC,1,-1.0,4&-11,-3,15,0.1,0.3,2,0,6

# 7 compounds picked at random from the list so far, as already listed:
SMILES,MazF activator,UGM FP inh,PriA SSB inh,Rv3671c protease,GDH-TPI counter,Mtb BioA inh,Vc quorum ag,SARS 3CLpro inh,FBA Mtb inh,DUSP3 inh
CC1CCCC(C)N1C(=O)COc1ccc(-c2nnco2)cc1 (configuration not stated),4,-0.2,-11,4,-15,3.0,/,-2,3,10
COc1ccc(CCNC(=O)c2ccc(=O)[nH]n2)cc1OC,1,-1.0,4&-11,-3,15,0.1,0.3,2,0,6
C=CCNC(=O)COC(=O)COc1ccc(Cl)cc1C,-5,1.6,-5,1,1,-1.1,-0.7,6,2,19
Cc1ccccc1NC(=O)COC(=O)/C=C/c1cn(-c2ccccc2)nc1-c1cccnc1,2,0.7,-16,-26,14,/,-0.2,1,4,16
COC(=O)[C@H]1C[C@@H]1[C@H](NP(=O)(c1ccccc1)c1ccccc1)c1ccccc1,9,0.5,-19,-11,7,-1.2,-0.4,-3,-2,19
OCCC1CN(Cc2ccn[nH]2)CCN1Cc1ccc(F)c(F)c1 (configuration not stated),5,-0.5,-13,8,3,/,i,-2,1,44
N#Cc1ccc(NC(=O)CCc2ccc(S(=O)(=O)N3CCOCC3)cc2)cc1,7,-2.0,-18,-7,-2,2.5,/,4,7,-4

# The results go on:
SMILES,MazF activator,UGM FP inh,PriA SSB inh,Rv3671c protease,GDH-TPI counter,Mtb BioA inh,Vc quorum ag,SARS 3CLpro inh,FBA Mtb inh,DUSP3 inh
CCN(CC)C(=O)Cc1cn(C)c2ccccc12,-7,0.6,-6,-1,-4,2.0,i,-2,4,12
CCOc1ccc(C(=O)c2cccs2)cc1,4,-0.9,-17,11,14,-0.2,1.2,-2,7,33
CC(=O)NC(NC(C)=O)c1ccc(N(C)C)cc1,2,1.4,-19,-12,47*,1.7,-0.3,0,-2,22
CC(=O)c1c(C)[nH]c(C(=O)OCC(=O)NC(C)c2ccccc2)c1C (configuration not stated),-2,/,/,/,8,-0.7,i,/,0,/
COc1ccc(S(=O)(=O)NC(N)=NCCc2ccccc2)cc1,2,-5.0,-9,-5,-2,/,/,3,-4,16
Cc1c(C(=O)OCCN2CCCCC2)oc2ccccc12,5,-0.7,-9,2,7,-2.6,i,-3,2,22
Cc1cnc(NC(=O)Cc2c[nH]c3ccccc23)s1,-2,-4.3,4,1,10,0.2,i,-3,3,-1
Cc1noc(C)c1C(=O)Nc1sc2c(c1C(N)=O)CCC2,28,3.0,-9,3,7,-0.4,i,1,-4,-8
COc1cc(S(=O)(=O)N2CCN(C)CC2)c(OC)cc1Br,-4,-0.5,-2,3,2,-0.2,-0.4,-5,0,7
COc1ccc(CN(CC2CCCO2)C(=O)CN2C(=O)C(C)Oc3ccc(C)cc32)cc1OC (configuration not stated),1,1.4,-7,0,-8,4.8,i,-2,0,18
CCOc1ccccc1NC(=O)C1CCN(S(=O)(=O)c2cccc3cccnc23)CC1,/,-1.3,/,2,1,0.1,-0.2,/,2,-4
COc1ccc(OC)c(S(=O)(=O)NCc2ccccn2)c1,-1,-0.2,-14,4,-8,0.0,-0.3,4,-1,-1
CC(OC(=O)/C=C/c1cccc(F)c1)C(=O)NC1CCCCC1C (configuration not stated),-2,4.1,-24,-4,0,0.2,i,0,-3,14
O=C(O)c1cc([N+](=O)[O-])ccc1NCCc1ccccc1,-5,5.1,-6,-1,5,/,-1.1,6,-7,14
CCn1c(=O)c2cc(C(=O)N(C)c3ccc(OC)cc3OC)sc2c2ccccc21,-4,2.1,1,10,49*,-0.2,i,-2,5,8
CNC(=S)N1CCc2cc(OC)c(OC)cc2C1,7,-0.1,-11,-4,1,/,-0.5,4,0,-8
CC1(C)C(=O)Nc2ccccc2N1C(=O)COC(=O)Cc1c(F)cccc1Cl,-4,-2.9,-7,8,-9,1.0,0.5,/,0,/
N/C(=N/OCc1cccc([N+](=O)[O-])c1)c1nonc1N,-1,0.7,/,-9,4,-0.9,i,5,-5,-14
Cc1onc(-c2ccccc2)c1C(=O)NC1CCC(C)CC1 (configuration not stated),2,-1.9,-17,-1,-2,0.5,-0.4,/,-2,/
CCC(C(=O)NC(CC(=O)O)c1ccc(Cl)cc1)c1ccccc1 (configuration not stated),5,-2.7,-9,2,-3,-1.1,-0.6,5,-5,24
Cc1csc2c(N3CCN(C(=O)Nc4ccccc4)CC3)ncnc12,0,-0.1,-10,5,7,15,0.9,-1,1,29
O=C(COC(=O)c1cc(=O)c2ccccc2o1)NCc1ccccc1,-5,/,-6,/,2,-0.4,-2.1,/,-2,/
COc1cc(C2Nc3cccc4cccc(c34)N2)cc(OC)c1O,15,1.0,7,-3,28,/,1.4,2,-1,4
Cc1cn([C@H]2C[C@H](O)[C@@H](CCC(=O)NCCN3CCCCC3)O2)c(=O)[nH]c1=O,-1,/,-4,/,2,-3.4,-2.0,/,0,/
O=C(NC(=S)Nc1ccc(S(=O)(=O)N2CCCC2)cc1)C1CCC1,-2,1.9,2,-6,14,/,0.0,1,0,-5
Cc1nn(-c2ccccc2)c(Cl)c1C1C(C#N)=C(N)Oc2n[nH]c(C)c21 (configuration not stated),0,1.2,-1,3,6,0.3,0.9,-1,-1,-4
O=C(CN1CCN(c2ccc(F)cc2)CC1)NCc1cccs1,3,-3.1,-11,-11,-4,0.6,i,1,4,0
COC(=O)CNC(=O)C(Cc1c[nH]c2ccccc12)NC(=O)OC(C)(C)C (configuration not stated),-3,-0.1,-1,-1,13,-0.4,-0.9,-2,2,-10
O=C1Nc2ccccc2C1(O)Cc1ccncc1 (configuration not stated),4,-2.5,-15,5,4,-0.2,1.5,1,1,-11
COc1cc(C2CC(=O)c3c([nH]c(C(=O)OCCOC(C)C)c3C)C2)cc(OC)c1OC (configuration not stated),2,-0.4,1,-1,4,16,-0.9,-5,5,12
Cc1cc(NC(=O)c2cc(-c3ccc(C)s3)nc3ccccc23)no1,2,2.1,-3,-7,11,-2.1,-0.3,0,29*,-9
CS(=O)(=O)c1ccc2nc(NC(=O)c3ccccc3)sc2c1,5,-0.4,-2,0,27,-3.4,-1.8,-2,0,-7
O=C(C1CCCCC1)N1CCN=C1SCc1cccc([N+](=O)[O-])c1,5,-1.3,-1,4,3,0.6,-2.2,1,2,34
O=C(c1cc(-c2ccc(Br)cc2)n[nH]1)N1CCN(C(=O)c2ccccc2Br)CC1,7,-1.0,-2,-14,1,-1.9,-1.1,2,2,33
COc1ccc(C)cc1NC(=O)C(=O)NNC(=O)COc1ccc(Cl)cc1,-2,0.9,-11,-9,2,-0.5,-1.4,-6,-4,11
O=C1C2CCCN2C(c2ccc(F)cc2)N1c1nccs1 (configuration not stated),-5,-0.8,-15,3,-4,-3.8,i,6,-2,15
O=S(=O)(c1ccc(=S)[nH]c1)N1CCOCC1,-2,-0.2,-14,-2,5,-3.5,i,/,2,/
CC(=O)c1ccc(NS(=O)(=O)Cc2ccc(Cl)cc2)cc1,-1,-2.8,-8,5,17,0.4,i,2,4,-2
CCOC(=O)c1sc(N(Cc2ccccc2)C(=O)CSc2ncn[nH]2)nc1C,-1,0.0,-11,-14,10,1.4,i,7,3,15

# Screening data from PubChem BioAssay.
